High-throughput results: PubChem, several laboratories
RSV antiviral HEp-2 – RSV antiviral activity via CPE protection, HEp-2 cells, primary 10 µM value included (AID 2391); HEp-2 cells, RSV-induced CPE inhibition; higher % means a stronger effect; CPE inhibition, % at 10 µM, or IC50 in µM where a hit was titrated; 0.13% of 310,000 active; in the data active = a potency from the dose series; inconclusive = CPE inhibition mostly from about 23% at the one dose, without a potency; inactive = the rest, 99 in 100 with CPE inhibition below about 21%; also: strong numbers were not always called active
T cell modulator – T cell immune modulators affecting CD8 T cell-vesicle binding; calls only at 7 µM; 2C CD8+ T cell-vesicle binding, flow cytometry; hits give low values; AID 2052; 0.068% of 330,000 active;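 active = response, share of CD8 T cells binding vesicles, and their 90th percentile fluorescence all below set limits, cut at about 80% in these data, passing the limit was not always enough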
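Also added: QL9-peptide-loaded Drosophila micro-vesicles bearing Ld, ICAM-1 and B7-1; Test system: purified 2C TCR transgenic mouse naive CD8+ T cells; Measured by: cytometric PE anti-B7-1 and Alexa647 anti-CD8 signals after 1% paraformaldehyde fixation; Timing: binding step 1.5 h, 37 °C, antibody labelling 20 min, ice.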
Dengue-2 NS5 capping – flavivirus cap methylation enzyme inhibition – biochemical, confirmation dose response, primary screen (AID 588689); inhibition, % at 25 µM, or IC50 in µM where a hit was titrated; 0.3% of 340,000 active; Dengue-2 NS5 methyltransferase capping enzyme assay, biochemical; higher % means a stronger effect; in the data active = a potency from the dose series; inconclusive = inhibition above about 29% without an active follow-up result
NTR1 ag – NTR1-driven beta-arrestin-GFP spot formation – imaging, U2OS cells, high content, primary screen (AID 493036) | activation, % at 20 µM | P30989 | agonist mode | 0.17% of 330,000 active;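 active = activation at or above 40% of the spot to cytoplasm intensity ratio, with at least 20 cells analyzed; inconclusive = wells under 20 cells, flagged as cytotoxic or low count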;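 also: 0% = DMSO without peptide and 100% = 100 nM NTR1 peptide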
Target sequence (P30989 whole entry, looked up): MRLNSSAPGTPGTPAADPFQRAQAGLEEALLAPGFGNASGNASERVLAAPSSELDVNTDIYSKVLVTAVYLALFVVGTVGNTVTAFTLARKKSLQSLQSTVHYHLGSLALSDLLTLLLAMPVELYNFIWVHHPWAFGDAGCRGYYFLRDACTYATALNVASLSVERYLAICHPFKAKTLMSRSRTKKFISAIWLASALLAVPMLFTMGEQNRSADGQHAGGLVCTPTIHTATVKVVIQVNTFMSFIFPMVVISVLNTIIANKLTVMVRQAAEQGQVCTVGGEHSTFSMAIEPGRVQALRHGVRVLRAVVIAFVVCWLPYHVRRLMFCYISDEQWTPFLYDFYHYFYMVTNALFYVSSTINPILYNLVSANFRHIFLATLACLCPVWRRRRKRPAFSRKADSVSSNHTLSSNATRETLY
PhoP inhibition – PhoP-dependent GFP reporter repression – Salmonella Typhimurium, primary screen (AID 1863); 0.16% of 300,000 active; S. Typhimurium PhoP-regulated promoter GFP reporter, 4 h; higher % means a stronger effect; inhibition, % at 50 µM; hits with a dose series show IC50 in µM;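 active = inhibition over 29.93%, a cutoff 3 SD above the screen mean, later confirmed by dose response; inconclusive = inhibition over 29.93% but no dose response follow-up; inactive = inhibition at most 29.93% or unconfirmed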;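 also: 0% = low Mg2+ inducing control and 100% = high Mg2+ repressing control; strong numbers were not always called active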
UTI89 phage lysis – inhibition of K1F phage lysis, E. coli UTI89, bacterial capsule biogenesis inhibitors, alamar blue (AID 488966); E. coli UTI89 K1F phage lysis, alamar blue, 2 h; higher % means a stronger effect; inhibition, % at 100 µM; hits with a dose series show IC50 in µM; 0.02% of 340,000 active;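 active = phage lysis inhibition, versus mean bacterial control, above a set limit; inconclusive = no clear call, values can overlap the other calls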;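 also: capsule biogenesis inhibitors block K1F phage lysis so surviving cells raise fluorescence; higher fluorescence means more inhibition of phage lysis; actives were called in the ten point dose series up to 300 µM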
Large T inhibition – TAg ATPase/helicase activity blockers – biochemical (AID 1903); one-dose inhibition, % at 20 µM; IC50 in µM for titrated hits; 0.39% of 310,000 active; SV40 large T antigen ATPase/helicase inhibition assay; higher % means a stronger effect; in the data active = a potency from the dose series; inconclusive = inhibition mostly from about 32% at the one dose, without a potency; inactive = the rest, 99 in 100 with inhibition below about 32%; also: strong numbers were not always called active
West Nile antiviral – West Nile virus antiviral activity, cell-based, CPE readout (AID 1621); CPE inhibition, % at 10 µM, or IC50 in µM where a hit was titrated; 0.02% of 290,000 active; West Nile virus-infected cells, CPE inhibition; higher % means a stronger effect; in the data active = a potency from the dose series; inconclusive = CPE inhibition mostly from about 3.7% at the one dose, without a potency; inactive = the rest, 99 in 100 with CPE inhibition below about 2.2%; also: strong numbers were not always called active
MgcRacGAP inhibition – MgcRacGAP GTPase-activating activity inhibitors, confirmation, biochemical, ADP Hunter fluorescence. MgcRacGAP-stimulated Rac1 GTP hydrolysis, ADP Hunter fluorescence; higher % means a stronger effect; GST-tagged Rac1 F28L mutant substrate. 0.6% of 340,000 active. inhibition, % at 30 µM, or IC50 in µM where a hit was titrated;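 active = first-screen hits whose inhibition reached a set limit at any dose in the follow-up dose series; inconclusive = inhibition above the set first-screen limit but never retested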;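 also: fluorescence reports GDP produced by GAP-driven GTP hydrolysis; strong numbers were not always called active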
T cell modulator vesicle-bound % – further read-out of T cell modulator, marked with its call; double positive events, %; measured here: CD8+ vesicle-bound cell fraction;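 binding gate set so that unloaded-vesicle control wells show 10% double positive cells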
NTR1 ag cell count 20 µM – further read-out of NTR1 ag, marked with its call; cell count; measured here: cell count, cytotoxicity flag
Dengue-2 NS5 capping pilot replicate – recorded beside Dengue-2 NS5 capping, whose call it bears; inhibition, %; measured here: pilot screen replicate inhibition
The depositor's hits bear a star; i = inactive; ? = inconclusive; . = not tested or not shown; [ ] = another dose, or the depositor's remark.

SMILES | RSV antiviral HEp-2 | T cell modulator | T cell modulator vesicle-bound % | Dengue-2 NS5 capping | NTR1 ag | NTR1 ag cell count 20 µM | PhoP inhibition | UTI89 phage lysis | Large T inhibition | West Nile antiviral | MgcRacGAP inhibition | others
COc1ccc(NC(=O)Nc2ccc3c(c2)C(=O)N([C@H](C)CO)C[C@H](C)[C@@H](CN(C)C(=O)NC2CCCCC2)O3)cc1 | . | i | 8.2 | -15.0% | -0.9 | 52 | . | -0.3% | . | . | 1.2%
COc1cc(NS(=O)(=O)c2ccc(F)cc2)c(OC)cc1NC(C)=O | 2.6% | i | 46.1 | 7.5% | 1.3 | 59 | -8.0% | -0.4% | 14.2% | 0.0% | 13.0%
COc1ccc(/C=N/NC(=O)c2ccn[nH]2)cc1CN1CCOCC1 | 1.4% | i | 23.7 | 3.9% | 0.0 | 55 | -3.2% | -1.8% | 4.4% | 1.6% | -20.8%
CC(C)N(Cc1nc(-c2ccccc2)no1)C(=O)CN1C(=O)c2ccccc2C1=O | 1.2% | i | 40.9 | -8.9% | -0.6 | 87 | 0.7% | 7.4% | 6.1% | 0.5% | -3.8%
COc1ccc(NC(=O)CN(C)CC(=O)Nc2cccc(C(C)=O)c2)cc1 | 6.2% | i | 58.2 | -5.9% | 0.3 | 92 | -4.0% | 0.1% | 6.7% | 0.2% | 25.1%
CCOc1ccc(S(=O)(=O)Nc2cc(NS(=O)(=O)c3ccc(OCC)cc3)cc(C(=O)O)c2)cc1 | . | i | 37.4 | -8.1% | -0.3 | 60 | . | 0.1%[50 µM] | . | . | 0.3%
Cc1ccc(C(=O)N(c2ccccn2)C(C)c2ccco2)cc1 (stereo not given) | 2.0% | i | 41.9 | 1.7% | 3.3 | 37 | -5.2% | 0.0% | 9.2% | 0.8% | 10.8%
O=Cc1ccccc1-c1cn(CN2C(=O)c3ccccc3C2=O)nn1 | 2.3% | i | 31.2 | 1.6% | -0.5 | 79 | 4.7% | 0.5% | 9.2% | -1.0% | 5.3%
CC(C)N1CC23C=CC(O2)C(C(=O)OCc2ccccc2)C3C1=O (stereo not given) | -0.1% | i | 49.3 | -9.4% | 6.1 | 52 | 20.2% | 3.0% | -0.4% | -0.3% | -9.4%
Fc1ccc(-n2c(-c3ccc4c(c3)OCO4)n[nH]c2=S)cc1Cl | 1.7% | i | 49.8 | 0.4% | 1.5 | 30 | -5.5% | 2.0% | 8.3% | -0.2% | 3.5%
COc1cccc(CNC(=O)c2cc(S(=O)(=O)N3CCOCC3)cn2C)c1 | 2.9% | i | 30.5 | 3.4% | -0.1 | 53 | . | 4.9% | 7.7% | 0.2% | -3.2%
CCOC(=O)C1(CCOc2ccccc2)CCN(Cc2cc(OC)c(O)cc2Cl)CC1 | 16.1% | i | 58.1 | -3.4% | 2.9 | 65 | 3.5% | 0.3% | 4.9% | -0.3% | 14.3%
Cn1nc(C(=O)Nc2cccc(Cl)c2)cc1C(=O)Nc1cccc(Cl)c1 | 4.2% | i | 51.7 | 0.4% | 14.6 | 55 | 6.3% | -0.3% | 7.0% | -1.5% | -3.6%
O=C(COC(=O)C1CCCCC1)Nc1ccc(N2CCCCC2)cc1 | 0.5% | i | 22.7 | 4.4% | 0.8 | 35 | -9.8% | 0.6% | 9.7% | 0.0% | 16.0%
COc1ccc(C(=O)Nc2ccnn2C2CCN(Cc3cccnc3)CC2)cc1 | 2.1% | i | 14.1 | -5.4% | -1.3 | 46 | -2.1% | 0.2% | 15.3% | -0.4% | 9.5%
O=C1c2ccccc2C(=O)N1Cc1cccnc1 | -0.4% | i | 63.0 | -4.9% | -0.9 | 47 | -0.7% | 3.2% | 22.0% | 0.1% | 3.0%
NS(=O)(=O)c1ccc(C(=O)O)cc1 | -0.7% | i | 15.6 | -2.9% | 3.6 | 53 | -1.8% | 2.8% | 0.9% | 0.2% | 6.7%
Cc1nc2ccc(S(=O)(=O)NCC(=O)NCc3ccc4c(c3)OCO4)cc2s1 | 1.4% | i | 39.4 | 5.5% | 0.2 | 35 | 9.5% | 0.4% | -0.6% | -0.2% | 7.5%
CC(C)CCNC(=O)[C@H](CSCc1ccccc1)N1Cc2ccccc2C1=O | 1.3% | i | 47.8 | 0.0% | 5.6 | 64 | 7.6% | -3.1% | 6.1% | -0.5% | 1.7%
CCn1ncc(Br)c1C(=O)Nc1cc(C)ccc1F | 6.1% | i | 56.1 | -1.1% | 0.0 | 45 | 1.5% | 0.1% | 7.3% | -0.6% | 12.3%
COc1cc(C2/C(=C(/O)c3ccccc3)C(=O)C(=O)N2c2ccccn2)ccc1O (stereo not given) | 1.0% | i | 43.8 | . | -1.0 | 69 | -8.4% | . | 10.5% | 0.4% | .
O=C(CC1C(=O)NCCN1Cc1ccccn1)NCCc1ccccc1F (stereo not given) | 0.0% | i | 3.6 | 0.0% | -0.9 | 55 | 0.7% | -0.2% | 23.7% | 0.0% | -6.9%
CC(=O)Oc1cccc(N2C(=O)C3C4C=CC(C4)C3C2=O)c1 (stereo not given) | -0.6% | i | 17.1 | -5.0% | 1.3 | 91 | -0.8% | 0.1% | 2.2% | -0.3% | 8.5% | Dengue-2 NS5 capping pilot replicate=-4.6
O=C(N=C1c2ccccc2CN1c1ccccc1)c1cccc([N+](=O)[O-])c1 | 0.6% | i | 23.2 | -6.2% | 0.9 | 44 | 6.1% | 0.5% | 5.4% | -0.6% | 4.8%
CCn1c(CC(=O)Nc2ccccc2)nnc1SCC(=O)Nc1nncs1 | 0.1% | i | 37.3 | -3.2% | -0.4 | 42 | -2.4% | 0.2% | 8.2% | -0.1% | 5.5%

(listing goes on)
SMILES | RSV antiviral HEp-2 | T cell modulator | T cell modulator vesicle-bound % | Dengue-2 NS5 capping | NTR1 ag | NTR1 ag cell count 20 µM | PhoP inhibition | UTI89 phage lysis | Large T inhibition | West Nile antiviral | MgcRacGAP inhibition | others
Cc1cccc(NC(=O)Cn2c(C)c(C#N)c3ccccc32)c1C | 0.7% | i | 46.4 | 5.6% | 2.2 | 74 | 5.0% | 0.1% | 1.5% | -0.4% | -1.5%
COc1ccc(C)c2sc(=NC(=O)c3cccc(N4C(=O)CCC4=O)c3)n(C)c12 | 5.0% | i | 14.9 | -4.7% | 6.5 | 58 | 1.1% | 0.5% | 14.4% | -0.1% | 0.8%
Cc1ccc(/C=N\NC(=O)C2CC(=O)N(c3ccccc3)C2)o1 (stereo not given) | 0.8% | i | 28.4 | . | 0.3 | 46 | -3.0% | . | 8.4% | 0.1% | .
Cc1cc(C)n2nc(C(=O)OCC(=O)NCc3ccccc3)nc2n1 | 1.1% | i | 46.2 | 3.0% | 5.8 | 56 | . | 0.2%[50 µM] | . | . | 3.4%
COc1ccc(OC)c(-c2csc(NC(=O)Cc3ccc(F)cc3)n2)c1 | ? | i | 20.7 | -10.7% | 8.8 | 47 | 5.8% | 1.0% | -2.2% | -0.1% | 5.0%
CCCN(CCC)CCCNC(=S)Nc1ccc2nc(N3CCN(CC)CC3)cc(C)c2c1 | -3.0% | i | 32.0 | 3.1% | 3.5 | 50 | -1.7% | 0.2% | 7.7% | 3.4% | 27.7%
O=C(O)C1CCCN1S(=O)(=O)c1cccc2nsnc12 (stereo not given) | -0.4% | i | 55.5 | -3.0% | 2.5 | 52 | -1.0% | 0.4% | 4.8% | 0.3% | 1.0%
CC(=O)c1cccc(NC(=O)Cc2coc3cc4c(cc23)CCC4)c1 | 4.6% | i | 48.2 | 2.9% | 1.3 | 52 | 3.7% | 3.2% | 9.2% | -0.1% | 6.2%
CC(C)=CC(=O)OCC(=O)Nc1cc(C)ccc1C | 3.7% | i | 21.0 | -6.7% | -0.7 | 60 | -1.4% | -0.3% | 12.6% | 0.1% | 3.8%
N#Cc1c(NC(=O)CSc2nnc(-c3ccncc3)n2CC2CCCO2)sc2c1CCCC2 (stereo not given) | -0.3% | i | 5.6 | 1.6% | 12.3 | 87 | -8.4% | -0.4% | 23.6% | -1.0% | 4.5%
CN(C)S(=O)(=O)c1cccc(NC(=O)COc2cccc3ccccc23)c1 | . | . | . | 4.3% | 1.6 | 59 | . | 0.5%[50 µM] | . | . | 3.8%
COc1ccc(CCc2nnc(CCC(=O)NCc3cnc4ccccn34)o2)cc1 | -0.8% | i | 27.8 | -6.4% | -0.4 | 83 | -4.2% | -0.2% | 10.4% | -0.5% | 2.6%
O=C(c1ccc(S(=O)(=O)NCC2CCCO2)cc1)N1CCN(c2cccc(Cl)c2)CC1 (stereo not given) | . | . | . | 3.8% | . | . | -2.9% | -0.3% | 3.7% | -1.5% | 10.8%
Cc1ccc(S(=O)(=O)NCC(C)n2cncn2)cc1C (stereo not given) | 1.5% | i | 34.2 | -0.7% | 0.2 | 47 | 1.3% | -0.5% | 8.5% | 0.6% | 5.3%
COc1ccccc1NC(=O)N1CCCC1C(=O)NCc1ccc2c(c1)OCO2 (stereo not given) | 0.8% | i | 25.5 | 3.2% | 0.7 | 59 | 10.2% | 1.6% | 7.2% | -0.2% | 13.6%
O=C(CN1C(=O)C2CCCCC2C1=O)Nc1cc(C(F)(F)F)ccc1N1CCCC1 (stereo not given) | -1.2% | i | 35.4 | -5.1% | 0.2 | 74 | -9.3% | -0.2%[50 µM] | 9.7% | . | -0.3%
CCCCn1c(N)c(N(CCOC)C(=O)CN(C)S(=O)(=O)c2ccc(C)cc2)c(=O)[nH]c1=O | 0.0% | i | 51.5 | -1.4% | -0.7 | 50 | 2.8% | 0.7%[50 µM] | 14.0% | . | 3.5%
Cc1cc(NS(=O)(=O)c2ccc(NC(=O)NC3CCCCC3)cc2)no1 | -0.3% | i | 11.2 | 0.7% | 2.4 | 62 | -2.2% | -0.5% | 5.2% | 0.3% | 11.1%
CCNC(=S)N1CCN(c2ccccn2)CC1 | 1.2% | i | 59.8 | 8.2% | 0.6 | 92 | 11.9% | 0.4% | 12.6% | 0.4% | 9.5%
